Screening results: PubChem BioAssay, several laboratories
OXTR ag: human OXTR agonism; P30559; CHO-OTR cells, Fluo-8 calcium fluorescence; normalized: DMSO 0%, oxytocin 100%; activation, % at 3 µM; 0.32% of 320,000 active; AID 2435;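 active = activation above the mean of all tested compounds plus 3 SD, cutoff set per screening run, cut at about 20% in these data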;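 note: peak over basal fluorescence ratio from a 100 s FLIPR kinetic read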
GPR7 antagonist: human neuropeptides B/W receptor 1 antagonism | GPR7-expressing cells, fluorescence antagonist assay | inhibition, % at 4.4 µM | AID 1861 | P48145 | 1.1% of 290,000 active; in the data active = inhibition above about 16%, passing the limit was not always enough;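 note: cells stimulated with the agonist NPW; 0% = agonist with vehicle and 100% = vehicle without agonist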
Target sequence (P48145 whole entry, looked up): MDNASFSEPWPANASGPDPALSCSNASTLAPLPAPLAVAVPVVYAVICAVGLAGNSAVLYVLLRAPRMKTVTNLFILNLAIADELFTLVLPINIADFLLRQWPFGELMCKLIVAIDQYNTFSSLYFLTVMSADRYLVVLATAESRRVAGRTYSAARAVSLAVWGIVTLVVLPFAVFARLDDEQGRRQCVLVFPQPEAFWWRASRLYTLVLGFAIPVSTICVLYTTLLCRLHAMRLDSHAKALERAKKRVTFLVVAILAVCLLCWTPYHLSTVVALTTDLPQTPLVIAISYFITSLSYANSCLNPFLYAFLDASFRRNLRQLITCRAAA
MEKK2mut PB1 HTS: signal of MEK5 binding to mutant human MEKK2 PB1 domain; 0.35% of 290,000 active; AID 1530; percent response, % at 10 µM; bead flow cytometry, Alexa488-MEK5 binding to MEKK2 mutant; in the data active = percent response above about 24%, passing the limit was not always enough; note: inactives centre near 1; some results filed as inactive read as strong as hits
NALP1 inh: NALP1 inhibition. S. cerevisiae NALP1/ASC/caspase-1 growth, X-gal OD620, 72 h. inhibition, % at 10 µM. 0.61% of 280,000 active; in the data active = inhibition mostly above about 24%, no sharp cut-off; inactive = mostly below about 32%; note: some compounds called inactive have numbers as strong as hits
V1R ag counter: counter-screen for oxytocin receptor agonists: human V1a receptor agonists | P37288 | CHO-V1R cells, Fluo-8 calcium fluorescence, agonist mode; 0% DMSO, 100% 3 nM vasopressin | activation, % at 3 µM | 0.25% of 320,000 active | AID 2797;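 active = activation above the mean activation of all tested compounds plus 3 SD, per screening run, cut at about 20% in these data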;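 note: signal is peak over basal fluorescence ratio across a 100 second FLIPR read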
Target sequence (P37288 whole entry, looked up): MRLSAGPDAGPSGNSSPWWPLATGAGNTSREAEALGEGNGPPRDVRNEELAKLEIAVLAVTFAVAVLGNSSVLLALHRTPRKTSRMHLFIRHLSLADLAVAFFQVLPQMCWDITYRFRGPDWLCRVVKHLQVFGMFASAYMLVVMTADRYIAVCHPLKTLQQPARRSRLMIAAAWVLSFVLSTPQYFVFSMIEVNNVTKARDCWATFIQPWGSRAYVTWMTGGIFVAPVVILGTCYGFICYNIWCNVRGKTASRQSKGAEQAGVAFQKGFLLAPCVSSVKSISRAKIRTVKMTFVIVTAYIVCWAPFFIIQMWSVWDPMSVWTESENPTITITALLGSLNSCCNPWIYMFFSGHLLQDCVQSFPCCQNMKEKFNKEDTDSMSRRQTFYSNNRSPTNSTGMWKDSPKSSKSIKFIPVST
GalR3 antagonist: blocks the human galanin receptor 3; O60755; HEK293 GalR3-CNG cAMP membrane potential fluorescence; galR3 body fused to GalR1 C-terminus; inhibition, % at 3 µM; 0.44% of 360,000 active;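 active = inhibition above the screen-wide average plus 3 SD, cut at about 13% in these data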;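 note: forskolin and galanin both at EC90 stimulate the cells; cAMP rise reported by CNG channel membrane potential dye signal; 0% = forskolin plus galanin with DMSO and 100% = forskolin alone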
Target sequence (O60755 1-299 limits assumed): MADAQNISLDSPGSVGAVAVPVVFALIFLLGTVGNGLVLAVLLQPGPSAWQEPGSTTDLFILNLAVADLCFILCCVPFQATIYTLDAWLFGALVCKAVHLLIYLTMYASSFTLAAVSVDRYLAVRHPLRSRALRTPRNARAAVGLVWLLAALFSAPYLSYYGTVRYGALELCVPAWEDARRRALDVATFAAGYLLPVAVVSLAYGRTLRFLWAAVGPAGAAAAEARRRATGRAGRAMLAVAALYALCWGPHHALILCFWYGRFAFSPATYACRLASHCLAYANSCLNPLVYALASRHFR
PfM18AAP inh: PfM18AAP enzyme inhibition; recombinant PfM18AAP, H-Glu-NHMec fluorogenic cleavage; inhibition, % at 7.35 µM; 1.2% of 290,000 active;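 active = inhibition above the campaign mean inhibition over all tested compounds plus 3 SD, cut at about 28% in these data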;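 note: 0% = plate median of test compound wells and 100% = 2 mM ZnCl2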
MEKK2wt PB1 HTS: raises or lowers MEK5 binding to wildtype human MEKK2 PB1 domain. bead flow cytometry, Alexa488-MEK5 binding to MEKK2 WT; actives lie on both sides. binding response (% of control), % at 10 µM. 1.1% of 290,000 active. AID 1531; in the data active = binding response below about 67% or above about 130%
OXTR potentiator: potentiates the human oxytocin receptor response | CHO-OTR cells, Fluo-8 calcium fluorescence, potentiator mode; 0% = oxytocin EC15, 100% = EC100 | activation, % at 3 µM | 0.061% of 320,000 active | AID 2445;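 active = activation above that plate's cutoff, the mean activation of tested compounds plus 3 SD, cut at about 6.6% in these data, passing the limit was not always enough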;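 note: 100% uses oxytocin at 75 nM as the full agonist control; some results filed as inactive read as strong as hits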
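Dosing: Single dose, 3.0 µM nominal final compound concentration | Material: Human OTR in CHO cells | Technique: Kinetic Fluo-8 calcium fluorescence | Benchmarks: EC15 oxytocin alone as 0%, 75 nM oxytocin as 100% | Probe or stimulus: Oxytocin at about EC15, sub-maximal agonist stimulus | Incubation: Compound 6 min at room temperature before oxytocin, 100 s read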
* = called active by the depositor; . = no result given.

SMILES	OXTR ag	GPR7 antagonist	MEKK2mut PB1 HTS	NALP1 inh	V1R ag counter	GalR3 antagonist	PfM18AAP inh	MEKK2wt PB1 HTS	OXTR potentiator
COc1cc(NC(=S)NCc2ccco2)cc(OC)c1OC	-1.1	-7	16	4	0.1	0	-2	113	1
O=C(Nc1cccnc1)c1c(F)c(F)c(F)c(F)c1F	-0.2	-11	4	18	0.9	-4	-1	105	-2
CN(CCCC1CCCC1)C(=O)CC1C(=O)NCCN1Cc1ccc(F)cc1 (stereo not drawn)	-1.0	-9	7	10	-0.8	4	-2	112	-3
CC1(C)Oc2ccc(C(=O)N/N=C/c3ccc(O)cc3)cc2NC1=O	0.1	-9	2	7	0.2	-4	-7	102	-6
Nc1ncnc2nc(SCCC(=O)O)[nH]c12	0.5	-18	-6	.	0.4	0	-3	79	1
COc1cccc(-c2nnc(NC(=O)c3ccco3)s2)c1	3.9	14	5	16	3.4	-8	-12	105	-8
CCCCC(=O)NC(=S)NNS(=O)(=O)c1ccccc1	-0.4	-9	1	8	0.2	.	10	108	-2
N#Cc1c(-c2ccccc2)c(-c2ccccc2)nn(CC(=O)NNC(=O)Nc2ccc(Cl)cc2)c1=O	0.1	-15	-10	-2	0.2	-5	-3	92	-3
CCCOc1ccc(/C=C/C(=O)OCC(=O)N(C)c2c(N)n(Cc3ccccc3)c(=O)[nH]c2=O)cc1OCC	-1.4	.	.	.	-1.1	-4	.	.	-6
Cn1cccc1C(=O)NC(=O)COC(=O)c1ccccc1O	1.6	8	1	-5	0.4	-3	-2	97	-8
C=CC(=O)NC(C)(C)CCN1CCOCC1	-0.2	-9	-12	18	-1.1	-6	-1	89	2
Cc1nc(N)sc1-c1csc(Nc2cccc(C(=O)O)c2)n1	.	-9	8	5	.	-2	29*	106	.
C=CCNC(=O)c1onc(CSc2ccccc2)c1C(=O)NCC=C	-0.9	.	3	.	-0.5	-2	.	98	1
O=C(CN1CCCCCC1)Nc1ccc(F)c(F)c1	2.1	-1	7	14	1.1	-3	-2	105	2
COc1ccc(S(N)(=O)=O)cc1C(=O)NC1CCCc2ccccc21 (stereo not drawn)	-1.8	0	-1	14	-0.7	-11	-3	101	0
Cc1c(NC(=O)c2ccc(S(=O)(=O)N(C)C)cc2)cccc1-n1cnnn1	-0.3	.	.	.	0.0	-2	.	.	-3
Cc1ccc(S(=O)(=O)N2CCCCC2)cc1NC(=O)COC(=O)C1(C)CC1(Cl)Cl (stereo not drawn)	3.4	.	.	.	3.7	-6	.	.	-8
CCOC(=O)CCSc1nc(N2CCOCC2)c2c(c1C#N)CC(C)(C)OC2	-0.2	-16	4	32	-0.4	-7	0	107	3
CCCCn1c(=N)n(CC(=O)c2ccc(Br)s2)c2ccccc21	9.7	7	3	10	10	-4	11	113	-5
CC(C)C(C)(C#N)NC(=O)CSc1nnc(-c2ccncc2)n1Cc1ccccc1 (stereo not drawn)	0.6	-4	4	15	5.2	0	-2	113	-18
COc1ccc(/C=N/n2cnc3c([nH]c4ccc(C)cc43)c2=O)cc1CN1CCCC1	-1.0	-13	36	-6	-1.0	1	-1	159*	-6
COc1cc(/C=C/c2nc3ccc([N+](=O)[O-])cc3s2)ccc1OCC(=O)O	0.5	-11	-9	0	0.1	.	-1	88	-21
O=C(NCc1ccccc1)C(=O)NCC1OCCN1C(=O)c1cccs1 (stereo not drawn)	-1.4	-2	0	33	0.1	-7	-1	103	2
COc1ccccc1CC(=O)N(Cc1ccccc1)c1ccc(C)cc1	-0.1	-8	-2	1	-1.2	-2	-5	101	-8
CCN1C(=O)N(C(C)=O)C2C1N(C(C)=O)C(=O)N2C(C)=O (stereo not drawn)	-0.2	1	-2	10	-0.5	-5	-6	99	-3
CCC1CN(C(=O)N2CCC(C(=O)Nc3ccccc3F)CC2)c2ccccc2O1 (stereo not drawn)	4.0	4	5	-9	5.4	-8	6	99	-6
CCOc1ccc2nc(SCC(=O)N3CCCc4ccccc43)sc2c1	-0.8	-19	2	0	3.9	-4	0	102	-22
Cc1c(CCC(=O)NCCCCCC(=O)O)c(=O)oc2cc3occ(-c4ccccc4)c3cc12	.	-2	-10	-3	.	-10	-1	98	.
COc1ccc(-c2noc(CN(C)S(=O)(=O)c3ccccc3)n2)cc1OC	0.7	-5	5	.	0.5	-2	2	99	-11
Nc1cc(=O)[nH]c(=O)n1-c1ccc(Cl)cc1	-0.3	-12	3	.	0.1	-3	-7	104	-16
C[N+]1(CC(=O)OC2CCCCCCCCCCC2)CCCC1	-0.2	-8	15	3	-0.8	-3	-9	119	-3
Cn1nnnc1Sc1ncnc2scc(-c3ccc(-c4ccccc4)cc3)c12	0.5	.	.	.	1.3	0	.	.	-3
COc1ccccc1/C=C(/C(=O)OCC(=O)NCc1ccccc1)c1ccccc1	-1.7	-10	-1	29	1.0	4	-1	106	-14
O=C(Nc1ccccn1)C(F)(F)C(F)(F)C(F)(F)C(F)(F)C(=O)Nc1ccccn1	-1.3	-7	0	12	0.1	-5	-1	101	0
Cc1c(C(=O)Nc2ccc(Oc3ccccc3)cc2)sc2nc3n(c(=O)c12)CCC3	11	-9	-10	-6	8.3	-6	1	87	-28
CN(C)S(=O)(=O)c1cc(C(=O)NCCCn2ccc3ccccc32)ccc1Cl	0.0	-3	-1	-20	1.5	2	-3	100	-11

Only PfM18AAP inh, for two of the compounds above:
canonical_smiles	PfM18AAP inh
CCN1C(=O)N(C(C)=O)C2C1N(C(C)=O)C(=O)N2C(C)=O (stereo not drawn)	-6
Cc1c(C(=O)Nc2ccc(Oc3ccccc3)cc2)sc2nc3n(c(=O)c12)CCC3	1

(list continues)
SMILES	OXTR ag	GPR7 antagonist	MEKK2mut PB1 HTS	NALP1 inh	V1R ag counter	GalR3 antagonist	PfM18AAP inh	MEKK2wt PB1 HTS	OXTR potentiator
COc1ccc(CCNC(=O)CSCC(=O)Nc2ccccc2)cc1OC	-0.5	0	8	.	0.6	7	-6	105	5
COc1ccc(N2C(=O)CC(Sc3ncn[nH]3)C2=O)c(OC)c1 (stereo not drawn)	-1.7	-11	11	34	-0.1	-11	-31	116	-2
Cc1[nH]c2ccccc2c1C(=O)C(C)OC(=O)c1ccccc1NCCO (stereo not drawn)	8.4	.	.	.	4.6	-4	.	.	-14
CSc1ccc(C#N)cc1NC(=O)c1ccc(Cl)cc1	-0.8	-13	14	36	-0.9	5	8	104	-7
O=C(Cc1ccccc1[N+](=O)[O-])NCCCN1CCOCC1	-0.1	-2	2	-14	2.8	4	-1	104	8
C/C=C1\COC(C(=O)NCc2ccccc2)(C(F)(F)F)C=C1C=C1CCCCC1 (stereo not drawn)	1.0	.	1	.	1.2	-3	.	102	-9
COc1ccccc1NC(=O)CSC1=NC(=O)C(Cc2ccccc2)C(=O)N1 (stereo not drawn)	0.2	1	1	-2	0.3	13*	-9	98	4
COc1cccc(CNC(=O)CN(c2cc(C)cc(C)c2)S(=O)(=O)c2c(C)noc2C)c1	-1.8	-19	1	2	-1.7	5	1	104	-8
Cc1ccc(SCc2c(C(=O)N/N=C/c3cccnc3)nnn2-c2nonc2N)cc1	5.7	-12	0	27	5.7	-9	6	102	-16
O=C(Nc1ccccn1)c1cccc(S(=O)(=O)N2CCOCC2)c1	0.1	1	9	-8	-0.2	1	-14	121	-3
O=C1NC(=O)c2cc([N+](=O)[O-])cc3cccc1c23	.	-8	-1	-2	.	-10	4	107	.
Cc1cc(OCC(=O)OCC(=O)NCC2CCCO2)ccc1Cl (stereo not drawn)	4.4	.	.	.	2.4	-4	.	.	-6
CCCCCN(C(=O)CCC(=O)OCC(=O)N1CCCCC1)c1c(N)n(CCCC)c(=O)[nH]c1=O	-0.4	-4	5	6	-0.7	0	-1	108	-3
CCOc1ccc2nc(N/C(N)=N/S(C)(=O)=O)nc(C)c2c1	1.3	7	1	.	0.7	-4	-6	109	-2
Cc1cccc(N2CC(O)(c3cccs3)[N+]3=C2CCCC3)c1 (stereo not drawn)	1.1	0	1	10	-0.4	4	-12	98	1
O=C(NCCOc1ccccc1)C1CCC(=O)N(CCCN2CCOCC2)C1 (stereo not drawn)	-0.6	-17	5	1	-0.3	-3	3	100	-13
COC(=O)Cn1cc(C(=O)c2cccs2)c2ccccc21	-1.7	-2	-3	-9	-0.5	-5	8	98	-9
COc1cc([N+](=O)[O-])ccc1NC(=O)CSc1nccn1C	0.0	-3	0	8	-0.9	-5	-3	105	-4
CCOC(=O)NC(Nc1ccc(S(N)(=O)=O)cc1)(C(=O)OCC)C(F)(F)F (stereo not drawn)	0.2	-20	-3	7	0.2	2	2	99	-13
COCCCNC(=O)/C(C#N)=C/c1cccc(NC(=O)c2ccccc2Cl)c1	0.5	1	0	29	1.1	-2	5	106	-10

Part of the list above, bar-delimited:
mol | OXTR ag | GPR7 antagonist | MEKK2mut PB1 HTS | NALP1 inh | V1R ag counter | GalR3 antagonist | PfM18AAP inh | MEKK2wt PB1 HTS | OXTR potentiator
CN(CCCC1CCCC1)C(=O)CC1C(=O)NCCN1Cc1ccc(F)cc1 (stereo not drawn) | -1.0 | -9 | 7 | 10 | -0.8 | 4 | -2 | 112 | -3
CC1(C)Oc2ccc(C(=O)N/N=C/c3ccc(O)cc3)cc2NC1=O | 0.1 | -9 | 2 | 7 | 0.2 | -4 | -7 | 102 | -6
Nc1ncnc2nc(SCCC(=O)O)[nH]c12 | 0.5 | -18 | -6 | . | 0.4 | 0 | -3 | 79 | 1
COc1cccc(-c2nnc(NC(=O)c3ccco3)s2)c1 | 3.9 | 14 | 5 | 16 | 3.4 | -8 | -12 | 105 | -8
CCCCC(=O)NC(=S)NNS(=O)(=O)c1ccccc1 | -0.4 | -9 | 1 | 8 | 0.2 | . | 10 | 108 | -2
N#Cc1c(-c2ccccc2)c(-c2ccccc2)nn(CC(=O)NNC(=O)Nc2ccc(Cl)cc2)c1=O | 0.1 | -15 | -10 | -2 | 0.2 | -5 | -3 | 92 | -3
CCCOc1ccc(/C=C/C(=O)OCC(=O)N(C)c2c(N)n(Cc3ccccc3)c(=O)[nH]c2=O)cc1OCC | -1.4 | . | . | . | -1.1 | -4 | . | . | -6
Cn1cccc1C(=O)NC(=O)COC(=O)c1ccccc1O | 1.6 | 8 | 1 | -5 | 0.4 | -3 | -2 | 97 | -8
C=CC(=O)NC(C)(C)CCN1CCOCC1 | -0.2 | -9 | -12 | 18 | -1.1 | -6 | -1 | 89 | 2
Cc1nc(N)sc1-c1csc(Nc2cccc(C(=O)O)c2)n1 | . | -9 | 8 | 5 | . | -2 | 29* | 106 | .
C=CCNC(=O)c1onc(CSc2ccccc2)c1C(=O)NCC=C | -0.9 | . | 3 | . | -0.5 | -2 | . | 98 | 1
O=C(CN1CCCCCC1)Nc1ccc(F)c(F)c1 | 2.1 | -1 | 7 | 14 | 1.1 | -3 | -2 | 105 | 2
COc1ccc(S(N)(=O)=O)cc1C(=O)NC1CCCc2ccccc21 (stereo not drawn) | -1.8 | 0 | -1 | 14 | -0.7 | -11 | -3 | 101 | 0
Cc1c(NC(=O)c2ccc(S(=O)(=O)N(C)C)cc2)cccc1-n1cnnn1 | -0.3 | . | . | . | 0.0 | -2 | . | . | -3
Cc1ccc(S(=O)(=O)N2CCCCC2)cc1NC(=O)COC(=O)C1(C)CC1(Cl)Cl (stereo not drawn) | 3.4 | . | . | . | 3.7 | -6 | . | . | -8
CCOC(=O)CCSc1nc(N2CCOCC2)c2c(c1C#N)CC(C)(C)OC2 | -0.2 | -16 | 4 | 32 | -0.4 | -7 | 0 | 107 | 3
